GDH-TPI counter = GDH-TPI coupling enzyme inhibitors, primary screen, artefact control for M. tuberculosis FBA inhibitor project, biochemical, absorbance, full deck | GDH-TPI coupled enzyme counterscreen, NADH absorbance | inhibition, % at 4.8 µM | 360,000 tested, 1.2% active | AID 588335, 2011; in the data active = inhibition above about 30%;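 note: 0% = DMSO wells and 100% = wells lacking the enzyme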
Mtb BioA inh = M. tuberculosis BioA enzyme inhibitors, primary screen, biochemical, plate reader, single point, HTS | 7,8-diaminopelargonic acid synthase BioA (Mycobacterium tuberculosis) | purified M. tuberculosis BioA enzyme | inhibition, % at 9.99 µM | 360,000 tested, 0.096% active; in the data active = inhibition above about 40%; inconclusive = no clear call, values can overlap the other calls
BoNT-A LC inh2 = BoNT/A light chain protease inhibitors, primary screen, biochemical, flow cytometry, MLPCN library | inhibition, % at 10 µM | 360,000 tested, 0.17% active | Botulinum neurotoxin type A light chain protease (Clostridium botulinum A str. ATCC 3502) | multiplex microsphere protease substrate cleavage | AID 588499, 2011; note: plate controls were buffer without enzyme for full effect and enzyme alone for no effect
Anthrax LF inh2 = Bacillus anthracis LF protease inhibitors, primary screen, biochemical, multiplex microsphere, MLPCN library | multiplex microsphere protease cleavage assay | inhibition, % at 10 µM | 360,000 tested, 0.12% active | AID 588501, 2011; note: plate controls were buffer without enzyme for full effect and enzyme alone for no effect
Target sequence (P15917 whole entry, looked up): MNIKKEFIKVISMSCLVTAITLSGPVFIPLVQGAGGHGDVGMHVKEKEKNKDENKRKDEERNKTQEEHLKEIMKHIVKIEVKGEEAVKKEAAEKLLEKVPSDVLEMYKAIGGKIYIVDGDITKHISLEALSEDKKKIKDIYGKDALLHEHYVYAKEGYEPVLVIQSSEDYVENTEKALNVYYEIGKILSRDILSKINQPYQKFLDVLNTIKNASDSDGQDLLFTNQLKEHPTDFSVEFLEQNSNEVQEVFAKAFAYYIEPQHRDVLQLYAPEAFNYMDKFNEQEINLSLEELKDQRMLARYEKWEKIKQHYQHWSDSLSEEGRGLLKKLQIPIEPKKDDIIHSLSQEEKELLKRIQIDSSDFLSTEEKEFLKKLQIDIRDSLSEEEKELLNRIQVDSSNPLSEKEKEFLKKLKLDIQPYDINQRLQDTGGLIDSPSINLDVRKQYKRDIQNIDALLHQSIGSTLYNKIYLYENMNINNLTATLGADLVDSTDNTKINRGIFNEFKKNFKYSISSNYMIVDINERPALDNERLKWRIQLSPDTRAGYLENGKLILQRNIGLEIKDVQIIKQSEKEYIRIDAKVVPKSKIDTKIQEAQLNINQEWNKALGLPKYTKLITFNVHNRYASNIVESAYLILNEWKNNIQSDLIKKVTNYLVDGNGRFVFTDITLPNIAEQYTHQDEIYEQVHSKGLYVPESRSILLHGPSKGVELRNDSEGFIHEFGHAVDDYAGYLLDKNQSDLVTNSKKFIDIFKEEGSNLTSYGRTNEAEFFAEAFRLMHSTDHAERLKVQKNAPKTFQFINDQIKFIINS
BoNT-F LC inh = BoNT/F light chain protease inhibitors, primary screen, biochemical, flow cytometry, MLPCN library | 360,000 tested, 0.22% active | Multiplex microsphere protease cleavage assay | Botulinum neurotoxin type F light chain protease (Clostridium botulinum) | AID 588497, 2011 | inhibition, % at 10 µM; in the data active = inhibition above about 35%, passing the limit was not always enough; inconclusive = no clear call, values can overlap the other calls; note: plate controls were buffer without enzyme for full effect and enzyme alone for no effect
UGM FP inh = M. tuberculosis UGM enzyme inhibitors, primary screen, biochemical, fluorescence polarization, single point | UDP-galactopyranose mutase (Mycobacterium tuberculosis (strain ATCC 25618 / H37Rv)), … | purified UGM, fluorescence polarization probe displacement | inhibition, % at 10 µM | 320,000 tested, 0.06% active; in the data active = inhibition above about 10%, passing the limit was not always enough; inconclusive = no clear call, values can overlap the other calls
PfHsp40 rescue = rescue of yeast from PfHsp40 toxicity, primary screen, S. cerevisiae, ATP luminescence; S. cerevisiae expressing PfHsp40, growth rescue; growth rescue, % at 12.5 µM; 340,000 tested, 0.68% active; AID 504582, 2011; in the data active = growth rescue above about 28%, passing the limit was not always enough; inconclusive = no clear call, values can overlap the other calls;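 note: yeast W303a lacking pdr1 and pdr3 grown in galactose medium; growth measured after three days at 30 °C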
Mtb FBA inh = Mtb FBA enzyme inhibitors, primary screen, biochemical, fluorescence, strain H37Rv; 360,000 tested, 2.3% active; purified M. tuberculosis FBA, fluorescence read-out; inhibition, % at 1 µM; in the data active = inhibition above about 27%;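 note: 0% = vehicle and 100% = reference inhibitor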
FadD28 binding = inhibitors of FadD28 bisubstrate probe binding, primary screen, biochemical, fluorescence polarization, single point | 360,000 tested, 0.22% active | inhibition, % at 12.5 µM | AID 588549, 2011 | Mycobacterium tuberculosis FadD28 fatty-acid-AMP ligase; in the data active = inhibition above about 8.5%, passing the limit was not always enough; inconclusive = no clear call, values can overlap the other calls
* hit, by the source's call; ? = inconclusive; nt = not tested or not shown. Cut-off read from the data, not from the text of the source, unless noted: active = inhibition above about 30%; inconclusive = no clear call, values can overlap the other calls; inactive = below that.

Values in the order – GDH-TPI counter	Mtb BioA inh	BoNT-A LC inh2	Anthrax LF inh2	BoNT-F LC inh	UGM FP inh	PfHsp40 rescue	Mtb FBA inh	FadD28 binding
1) CCCN(CCC)CCNC(=O)c1cc2c(=O)n(CC)c3ccccc3c2s1
→ 22.5	-0.9	2.6	-0.2	-0.9	-0.2	-2.4	27.9*	-3.6
2) CN1C(=O)Cc2cc(S(=O)(=O)Nc3ccc(N4CCOCC4)cc3)ccc21
→ -8.8	1.2	-0.3	-1.0	-5.7	-0.9	0.5	-2.5	-4.4
3) Cc1cc(Br)ccc1SCC(=O)OCC(O)=C(C#N)c1nc2ccccc2[nH]1
→ 7.3	-1.3	0.9	1.5	1.9	nt	0.2	-0.4	-2.3
4) Cc1cc(NC(=O)CSc2ccccn2)cc(NC(=O)CSc2ccccn2)c1
→ 11.7	-4.6	0.7	2.1	-5.2	1.7	0.6	0.7	-1.4
5) Cc1c(Cl)cccc1N1C(=O)CC(NNC(=O)c2ccc3c(c2)OCO3)C1=O (configuration not stated)
→ 1.9	2.7	0.4	2.1	?	2.3	-0.4	2.5	0.7
6) CCC[C@@H](CN1CCC[C@H]1CN1C(N)=NC[C@@H]1Cc1ccccc1)N1C[C@@H](Cc2ccccc2)N(CCc2ccc(Cl)c(Cl)c2)C1=N
→ -4.4	1.6	-0.6	-7.2	-53.5	1.4	0.8	3.2	-14.7
7) CC[C@]12c3[nH]c4ccc(Cl)cc4c3CCN1C(=O)[C@@H](CC(=O)NCCCn1ccnc1)C[C@@H]2C(=O)N1CCN(C(=O)c2ccco2)CC1
→ -7.3	0.3	0.1	1.0	1.1	nt	-1.3	-1.5	-1.8
8) CN[C@H]1C[C@H]2c3[nH]c4ccccc4c3CCN2C(=O)[C@H]1[C@H](C)O
→ 12.4	1.8	-1.2	-15.8	-19.9	nt	nt	22.6	-1.0
9) Cc1cccc(OCc2nnc(SCC(=O)Nc3ccc(C)c(Cl)c3)o2)c1
→ 18.8	-1.2	0.2	-6.0	-6.5	-1.5	2.0	-0.6	-3.2
10) O=C(N1CCOCC1)N1CCC(n2nnc3ccccc32)CC1
→ 4.1	7.2	-0.7	-0.9	-3.9	1.8	-0.1	2.9	-0.3
11) O=C(NCCc1ccccc1)C1CCN(Cc2cccc3ccccc23)CC1
→ 4.3	-0.5	-2.6	8.8	2.2	-3.1	-1.4	-0.8	-0.9
12) O=S(=O)(c1ccc(Cl)cc1)N1CCCN(c2nc3ccc(Cl)cc3s2)CC1
→ 8.3	nt	?	-13.9	?	-1.2	0.1	-3.1	-3.2
13) O=C(COC(=O)CNC(=O)c1cccc(OC(F)F)c1)NCc1ccc2c(c1)OCO2
→ -10.5	-1.3	0.8	4.1	-0.1	0.0	-0.3	-0.2	-4.5
14) COc1ccc(-c2cc3nc(-c4ccccc4)cc(N4CCC5(CC4)OCCO5)n3n2)cc1
→ 13.9	-0.6	0.5	-3.3	-11.8	0.8	3.1	27.6*	-1.3
15) S=C(NCc1ccc(Cl)cc1)NN1CCOCC1
→ 0.6	nt	-0.8	-5.2	1.8	-1.7	-0.6	-1.8	-3.7
16) CN1CCN(C(=O)CCC(=O)NCc2ccc(F)cc2)CC1
→ 1.4	0.8	?	4.9	?	2.4	-0.6	-2.1	-1.9
17) CCS(=O)(=O)Nc1ccc(Cc2ccc(NS(=O)(=O)CC)cc2)cc1
→ -1.2	-0.1	1.1	-0.7	-7.1	2.2	0.2	1.0	-2.5
18) COc1ccccc1NC(=O)CS(=O)(=O)c1cn(CC(=O)N2CCCC2)c2ccccc12
→ 7.2	-7.4	-1.5	-2.8	-0.8	0.1	0.4	1.1	0.5
19) CC(C)(C)NC(=O)c1nc2nc(-c3ccccc3)cc(C(F)(F)F)n2n1
→ 0.8	3.1	-0.1	0.6	0.4	-1.2	-1.3	31.8*	-2.9
20) COc1ccc(NC(=O)CCc2c(C)nn(-c3ccc(N4CCOCC4)nn3)c2C)cc1
→ 18.4	-1.1	2.7	2.8	2.2	-1.1	-0.9	0.2	-1.3

Results in GDH-TPI counter and UGM FP inh (2 entries from above):
item	smiles	GDH-TPI counter	UGM FP inh
1	CCCN(CCC)CCNC(=O)c1cc2c(=O)n(CC)c3ccccc3c2s1	22.5	-0.2
2	CN1C(=O)Cc2cc(S(=O)(=O)Nc3ccc(N4CCOCC4)cc3)ccc21	-8.8	-0.9

The listing continues.
Values in the order – GDH-TPI counter	Mtb BioA inh	BoNT-A LC inh2	Anthrax LF inh2	BoNT-F LC inh	UGM FP inh	PfHsp40 rescue	Mtb FBA inh	FadD28 binding
21) CCc1cccc(CC)c1NC(=S)NCc1ccc2c(c1)OCO2
→ -6.7	0.3	-0.4	-1.7	-4.4	3.0	0.7	1.5	-3.2
22) CCOCN(C(=O)Cn1c(C(C)O)nc2ccccc21)c1c(C)cccc1CC (configuration not stated)
→ -4.4	1.0	0.0	0.6	1.0	-1.6	0.2	0.8	-5.1
23) Cc1ccc(NC(=O)CNC(=O)Cn2cnc3sc(C)c(C)c3c2=O)cc1F
→ 3.0	-1.9	-1.9	-2.8	1.2	4.8	0.6	-0.3	-0.8
24) CC(C)NS(=O)(=O)c1ccc(NC(=S)NC(=O)c2ccc(-c3ccccc3)cc2)cc1
→ 17.5	-1.5	-0.6	-5.6	-0.3	-0.4	-0.2	0.7	-0.9
25) COc1ccccc1NC(=O)CSc1nc(SC)ns1
→ -5.5	1.8	-0.6	-0.7	-1.4	0.3	-0.8	4.3	1.1
26) COc1ccc(CNC(=O)C(C)n2nc(C)c3c(C)n(-c4ccccc4)nc3c2=O)c(OC)c1 (configuration not stated)
→ 0.0	3.8	3.3	-0.4	2.0	4.2	-0.9	1.4	-0.2
27) c1ccc(CCN2CCC3(CC2)OCCO3)cc1
→ -4.1	nt	0.3	1.4	14.7	-0.8	-0.4	1.0	-1.4
28) CCC1CCCCN1C(=S)NCc1ccccc1 (configuration not stated)
→ -2.9	nt	0.7	-1.9	7.1	1.9	1.6	5.2	0.1
29) Cc1cccc([C@@H]2[C@@H]3C(=O)N(Cc4ccccc4)C(=O)[C@@H]3[C@]3(C)C(=O)N(c4ccc(C(F)(F)F)cc4)C(=O)N23)c1
→ 6.8	-0.2	-1.3	-7.7	-7.4	0.3	3.8	5.4	-3.8
30) COc1ccc(-c2cc(C(F)(F)F)nc(SCC(=O)NCc3cnn(C)c3C)n2)cc1OC
→ 25.9	-1.4	-0.2	-3.1	-9.6	-2.5	0.4	4.0	-3.9
31) Cc1cccc(N2CCN(CC(O)COc3ccccc3Cl)CC2)c1 (configuration not stated)
→ 11.0	0.5	-0.4	-2.7	8.6	0.6	1.8	1.7	1.2
32) COc1ccc(-n2c(=O)c(NC(=O)c3ccccc3)c3n(c2=S)CCCCC3)cc1
→ -1.2	nt	-0.4	-7.4	-0.2	1.9	-0.7	-0.8	-1.5
33) Cc1ccccc1-n1c(SCc2c(C)noc2C)nnc1-c1cccnc1
→ 6.9	-1.4	8.9	3.7	11.1	-0.2	-1.0	1.9	-0.9
34) CC(OC(=O)c1ccccc1NCc1ccco1)C(=O)Nc1ncc(Cl)cc1Cl (configuration not stated)
→ -4.8	-1.0	-0.1	-2.8	3.7	1.3	-0.9	56.8*	-3.9
35) CCc1cccc(NC(=O)CCS(=O)(=O)c2ccc(Br)cc2)c1
→ -5.0	0.9	-2.9	-1.1	-11.9	1.2	1.5	1.1	-0.8
36) CCCc1nc2ccc(C(=O)OC)cn2c1Cc1ccc(C)cc1
→ nt	2.6	5.0	14.2	2.3	nt	nt	1.3	-4.2
37) CC(C)[C@H](NC(=O)C1CCN(S(=O)(=O)c2ccccc2)CC1)C(=O)NCc1ccccn1
→ -5.9	-5.8	1.1	-0.3	2.4	-2.4	-1.2	-3.4	-4.7
38) O=[N+]([O-])c1ccc(S(=O)(=O)NCC(c2ccco2)N2CCc3ccccc3C2)cc1 (configuration not stated)
→ -5.2	4.6	3.0	2.4	14.9	-0.1	1.4	-2.7	-3.2
39) COc1cccc(OCC(=O)N2CCC3(CC2)CC(=O)c2ccccc2O3)c1
→ 0.3	4.3	nt	nt	nt	-4.8	-0.6	9.2	-2.9
40) O=C(Cc1ccc(-n2c(=O)c3ccccc3n(CC(=O)Nc3ccc(F)cc3F)c2=O)cc1)NCc1ccco1
→ 3.7	-2.6	0.4	-3.3	1.0	1.8	4.8	-2.5	-11.6

Values in the order – GDH-TPI counter	Mtb BioA inh	BoNT-A LC inh2	Anthrax LF inh2	BoNT-F LC inh	UGM FP inh	PfHsp40 rescue	Mtb FBA inh	FadD28 binding
41) CC(=O)Nc1ccc(OCC(O)CN2C(C)(C)CC(O)CC2(C)C)cc1 (configuration not stated)
→ 3.4	nt	0.8	-1.0	3.5	0.2	-0.6	2.4	-1.0
42) Cc1cc(C)c(NC(=O)COC(=O)C2CCC(=O)N2)c(C)c1 (configuration not stated)
→ 4.8	1.3	-0.8	5.6	-2.0	-1.7	0.0	1.6	0.0
43) COc1cc(C)ccc1OCCCOc1ccccc1Br
→ 5.4	-0.2	0.5	-4.5	5.3	-4.2	-0.2	-1.1	-3.2
44) Cc1cc(/C=C2/SC(=S)N(c3cccc(C(F)(F)F)c3)C2=O)c(C)n1-c1cccnc1
→ 10.4	-3.6	53.4*	45.5*	83.5*	-0.3	0.1	-20.1	0.2
45) CC(=O)Nc1ccc(C(=O)NNC(=O)CCc2ccccc2)cc1
→ 0.6	0.1	-2.0	-1.8	-2.6	0.4	0.1	-0.9	0.5
46) CCOC(=O)[C@@H]1[C@H]2COc3ccccc3[C@@H]2N2C(=O)N(c3ccc(F)cc3)C(=O)[C@]12C
→ -12.3	0.4	0.0	-4.3	0.9	0.3	0.4	1.7	-1.5
47) CS(=O)(=O)N(CC(=O)N1CCCC1)Cc1ccc(Cl)cc1
→ 1.9	nt	0.6	1.2	-0.8	1.3	-1.9	-0.6	1.2
48) CCc1ccccc1NC(=O)c1ccoc1C
→ -1.3	-6.4	1.0	-5.0	4.7	2.3	0.7	-3.0	-0.4
49) NS(=O)(=O)c1ccc(CNC(=O)c2cc(S(=O)(=O)N3CCOCC3)ccc2N2CCCC2)cc1
→ 2.7	0.3	0.1	0.3	-3.3	nt	nt	-2.9	-5.0
50) COc1ccc(NC(=O)CSc2nc(C)cs2)cc1
→ -7.8	nt	-0.2	-2.2	-2.4	0.1	0.5	-1.0	-3.4
51) CCc1ccc(C(C)NC(=O)/C=C/c2ccc(Br)cc2)cc1 (configuration not stated)
→ 7.6	-0.9	-0.8	-1.1	1.7	-0.3	0.2	2.9	-1.9

Compound activity from PubChem BioAssay.
